Screens from PubChem.
LYPLA2 inh: LYPLA2 (human) inhibition in PME1 counter-screen | AID 2177 | inhibition, % at 5.9 µM | O95372 | recombinant LYPLA2, FP-Rh probe fluorescence polarization | hit rate 0.38% among 320,000;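 active = inhibition above the screen-wide mean plus 3 SD, limit set per campaign, cut at about 26% in these data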;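 note: 0% = LYPLA2 with DMSO and 100% = wells lacking LYPLA2 enzyme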
LYPLA1 inh: LYPLA1 (human) inhibition in PME1 counter-screen | recombinant LYPLA1, FP-Rh probe fluorescence polarization | inhibition, % at 5.9 µM | hit rate 0.16% among 320,000;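 active = inhibition above the mean of all tested compounds plus 3 SD, set per campaign, cut at about 14% in these data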;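 note: inhibitors block serine hydrolase probe labeling of LYPLA1 so polarization falls; 0% = enzyme with DMSO and 100% = wells lacking LYPLA1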
pPAFAH inh: inhibitors of human plasma PAF acetylhydrolase (pPAFAH); recombinant pPAFAH, FP-rhodamine probe fluorescence polarization; inhibition, % at 3.39 µM; hit rate 1.5% among 330,000; AID 463082;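 active = inhibition above the mean inhibition across the screen plus 3 SD, cut at about 25% in these data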;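 note: inhibitors block binding of the rhodamine activity-based probe so polarization drops; 0% = enzyme with DMSO and 100% = wells lacking pPAFAH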
ZTA DNA inh: ZTA (EBV) inhibition in EBNA-1 counter-screen. ZTA-DNA binding, fluorescence polarization. inhibition, % at 11 µM. hit rate 0.15% among 320,000; in the data active = inhibition above about 33%
PAFAH1B3 inh: PAFAH1B3 (human) inhibition; hit rate 0.28% among 340,000; recombinant PAFAH1B3, FP-rhodamine probe, fluorescence polarization; AID 492972; inhibition, % at 3.39 µM; Q15102;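 active = inhibition above the screen-wide average of all tested compounds plus 3 SD, cut at about 25% in these data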;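 note: 0% = enzyme with DMSO only and 100% = wells lacking PAFAH1B3 protein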
Target sequence (Q15102 whole entry, looked up): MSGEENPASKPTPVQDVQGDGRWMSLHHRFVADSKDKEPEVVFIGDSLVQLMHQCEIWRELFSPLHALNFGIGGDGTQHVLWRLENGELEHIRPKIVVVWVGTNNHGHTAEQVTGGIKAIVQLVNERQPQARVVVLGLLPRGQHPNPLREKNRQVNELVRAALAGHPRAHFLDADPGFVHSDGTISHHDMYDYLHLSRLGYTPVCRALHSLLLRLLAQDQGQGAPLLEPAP
EBNA-1 inh: blocks EBNA-1 binding to DNA; hit rate 0.34% among 300,000; EBNA-1 DNA binding, fluorescence polarization; inhibition, % at 14.8 µM; in the data active = inhibition above about 28%
PAFAH2 FP inh: inhibitors of human PAFAH2; Q99487; hit rate 0.99% among 340,000; recombinant PAFAH2, FP-rhodamine activity probe, fluorescence polarization; inhibition, % at 3.39 µM; AID 492956;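 active = inhibition above the mean over all tested compounds plus 3 SD, cut at about 30% in these data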;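 note: inhibitors block probe labeling of enzyme so polarization drops; 0% = enzyme with DMSO and 100% = wells lacking PAFAH2 protein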
PREPL inhibitor: human PREPL enzyme inhibition; inhibition, % at 5.96 µM; hit rate 0.68% among 320,000; recombinant PREPL, fluorescence polarization activity-based probe; Q4J6C6; in the data active = inhibition above about 43%;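 note: 0% = enzyme with DMSO and 100% = wells lacking enzyme; many of its hits are not listed in these tables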
Target sequence (Q4J6C6 whole entry, looked up): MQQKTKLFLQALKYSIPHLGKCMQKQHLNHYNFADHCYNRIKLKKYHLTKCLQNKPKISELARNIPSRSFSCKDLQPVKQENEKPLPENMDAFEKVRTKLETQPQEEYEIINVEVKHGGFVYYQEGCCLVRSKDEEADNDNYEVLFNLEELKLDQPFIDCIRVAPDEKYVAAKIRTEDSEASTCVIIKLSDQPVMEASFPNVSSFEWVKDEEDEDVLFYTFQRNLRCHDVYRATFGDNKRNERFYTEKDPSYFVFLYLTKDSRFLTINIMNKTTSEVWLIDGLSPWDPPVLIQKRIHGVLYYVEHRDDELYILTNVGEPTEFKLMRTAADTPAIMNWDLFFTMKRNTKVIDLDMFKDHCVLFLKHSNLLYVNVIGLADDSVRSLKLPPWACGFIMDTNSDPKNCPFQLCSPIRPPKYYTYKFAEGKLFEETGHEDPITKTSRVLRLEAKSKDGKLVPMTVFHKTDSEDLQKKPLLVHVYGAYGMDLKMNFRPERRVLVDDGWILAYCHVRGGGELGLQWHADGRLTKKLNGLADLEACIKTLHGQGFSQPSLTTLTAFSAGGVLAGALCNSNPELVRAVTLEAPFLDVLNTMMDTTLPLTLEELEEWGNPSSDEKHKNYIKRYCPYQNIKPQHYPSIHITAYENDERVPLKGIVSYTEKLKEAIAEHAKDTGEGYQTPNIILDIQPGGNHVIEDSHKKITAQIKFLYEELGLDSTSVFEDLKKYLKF
PAFAH1B2 FP inh: inhibitors of human PAFAH1B2. P68402. recombinant PAFAH1B2, FP-rhodamine activity probe, fluorescence polarization. inhibition, % at 3.39 µM. hit rate 1.2% among 340,000. AID 492953;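 active = inhibition above the mean of all tested compounds plus 3 SD, cut at about 24% in these data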;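 note: 0% = enzyme with DMSO and 100% = wells lacking PAFAH1B2; many of its hits are not listed in these tables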
An asterisk follows results filed as active. Some of the compounds tested. The share of hits here may be higher or lower than overall.

Results for CC(=O)Nc1ccc(OCC(O)CN2CCN(c3ccccc3Cl)CC2)cc1 (centres undefined) ?
LYPLA2 inh: 13; LYPLA1 inh: 4; pPAFAH inh: 5; ZTA DNA inh: -15; PAFAH1B3 inh: 7; EBNA-1 inh: 0; PAFAH2 FP inh: -8; PREPL inhibitor: 4; PAFAH1B2 FP inh: 0

How did COc1ccccc1OCC(=O)NNc1c2ccccc2nc2ccccc12 do in these assays?
LYPLA2 inh: 5; LYPLA1 inh: -2; pPAFAH inh: 13; ZTA DNA inh: 8; PAFAH1B3 inh: -10; EBNA-1 inh: 2; PAFAH2 FP inh: 10; PREPL inhibitor: 22; PAFAH1B2 FP inh: 9

Results for COc1cccc(CNCc2ccccn2)c1OC ?
LYPLA2 inh: -3; LYPLA1 inh: 1; pPAFAH inh: 0; ZTA DNA inh: -14; PAFAH1B3 inh: 4; EBNA-1 inh: -14; PAFAH2 FP inh: 6; PREPL inhibitor: 12; PAFAH1B2 FP inh: -4

Results for COc1ccc(-n2nc3c(c2NC(=O)c2cc(Br)ccc2Cl)CS(=O)C3)cc1 (centres undefined) ?
LYPLA2 inh: 1; LYPLA1 inh: 0; pPAFAH inh: 1; ZTA DNA inh: 13; PAFAH1B3 inh: -5; EBNA-1 inh: 4; PAFAH2 FP inh: -2; PREPL inhibitor: -5; PAFAH1B2 FP inh: 0

What do the screens show for `COc1ccccc1NC(=S)NCCc1ccc(Cl)cc1`?
LYPLA2 inh: 1; LYPLA1 inh: -3; pPAFAH inh: 1; ZTA DNA inh: -1; PAFAH1B3 inh: 5; EBNA-1 inh: -6; PAFAH2 FP inh: -3; PREPL inhibitor: 2; PAFAH1B2 FP inh: 34*

How did O=C(O)CCC(=O)Nc1ccccc1N1CCOCC1 do in these assays?
LYPLA2 inh: -2; LYPLA1 inh: 3; pPAFAH inh: -2; ZTA DNA inh: 0; PAFAH1B3 inh: 9; EBNA-1 inh: 3; PAFAH2 FP inh: 1; PREPL inhibitor: 1; PAFAH1B2 FP inh: 3

How did CCOC(=O)C1CCN(C(=O)c2cc(C(C)(C)C)nn2Cc2ccccc2)CC1 do in these assays?
LYPLA2 inh: -2; LYPLA1 inh: 1; pPAFAH inh: 1; ZTA DNA inh: -15; PAFAH1B3 inh: 4; EBNA-1 inh: 3; PAFAH2 FP inh: 0; PREPL inhibitor: 13; PAFAH1B2 FP inh: 5

What do the screens show for `CCCN(CC1CC1)C(=O)COC(=O)c1oc2ccc(OCC)cc2c1C`?
LYPLA2 inh: 4; LYPLA1 inh: 0; pPAFAH inh: 2; ZTA DNA inh: -1; PAFAH1B3 inh: 10; PAFAH2 FP inh: 6; PREPL inhibitor: -14; PAFAH1B2 FP inh: 5

How did COC(=O)c1ccc2c(=O)n(NC(C)=O)c(=S)[nH]c2c1 do in these assays?
LYPLA2 inh: 7; LYPLA1 inh: 2; pPAFAH inh: 3; ZTA DNA inh: -1; PAFAH1B3 inh: 11; EBNA-1 inh: -3; PAFAH2 FP inh: -1; PREPL inhibitor: -1; PAFAH1B2 FP inh: 4

Results for C=CCN=c1scc(-c2ccco2)n1/N=C/c1ccc(O)c(O)c1O ?
LYPLA2 inh: -11; LYPLA1 inh: -10; pPAFAH inh: 49*; ZTA DNA inh: 1; PAFAH1B3 inh: 6; EBNA-1 inh: 4; PAFAH2 FP inh: 7; PREPL inhibitor: 16; PAFAH1B2 FP inh: -1

What do the screens show for `Cc1nc2c3cnn(-c4ccc(C)c(C)c4)c3ncn2n1`?
LYPLA2 inh: 1; LYPLA1 inh: -5; pPAFAH inh: -7; ZTA DNA inh: -16; PAFAH1B3 inh: 4; EBNA-1 inh: -15; PAFAH2 FP inh: 9; PREPL inhibitor: 15; PAFAH1B2 FP inh: -1

Results for O=C(NCCc1c[nH]c2ccccc12)C1CCN(c2nnc(N3CCCC3=O)s2)CC1 ?
LYPLA2 inh: 11; LYPLA1 inh: 2; pPAFAH inh: 6; ZTA DNA inh: 12; PAFAH1B3 inh: 5; EBNA-1 inh: -1; PAFAH2 FP inh: -4; PREPL inhibitor: 32; PAFAH1B2 FP inh: 0

What do the screens show for `Cc1cc(C)c(OCC(O)CNC(C)(C)C)c(C)c1` (centres undefined)?
LYPLA2 inh: 2; LYPLA1 inh: -2; pPAFAH inh: 1; ZTA DNA inh: 6; PAFAH1B3 inh: 0; EBNA-1 inh: 5; PAFAH2 FP inh: -2; PREPL inhibitor: -16; PAFAH1B2 FP inh: 0

What do the screens show for `O=C(CSc1nnnn1-c1ccc2c(c1)OCO2)NCc1ccccc1`?
LYPLA2 inh: -3; LYPLA1 inh: 0; pPAFAH inh: -2; ZTA DNA inh: -12; PAFAH1B3 inh: 1; EBNA-1 inh: 9; PAFAH2 FP inh: 2; PREPL inhibitor: 1; PAFAH1B2 FP inh: 0

Results for O=C(C1CCCO1)N1CCN(S(=O)(=O)c2ccccc2)CC1 (centres undefined) ?
LYPLA2 inh: 7; LYPLA1 inh: -2; pPAFAH inh: 1; ZTA DNA inh: 0; PAFAH1B3 inh: 2; EBNA-1 inh: -2; PAFAH2 FP inh: 7; PREPL inhibitor: 6; PAFAH1B2 FP inh: 4

What do the screens show for `Cc1ccc2c(CC(=O)OCC(=O)N(CC(C)C)c3c(N)n(Cc4ccccc4)c(=O)[nH]c3=O)coc2c1`?
LYPLA2 inh: 4; LYPLA1 inh: 1; pPAFAH inh: 6; ZTA DNA inh: 4; PAFAH1B3 inh: 1; EBNA-1 inh: -1; PAFAH2 FP inh: 11; PREPL inhibitor: -4; PAFAH1B2 FP inh: 6

How did CC(C)(C)OC(=O)N[C@@H](Cc1ccccc1)C(=O)NCC1CCC(C(=O)N[C@@H](CC(=O)O)C(=O)O)CC1 (some centres undefined) do in these assays?
LYPLA2 inh: 6; LYPLA1 inh: 3; pPAFAH inh: 2; ZTA DNA inh: 3; PAFAH1B3 inh: -3; EBNA-1 inh: 4; PAFAH2 FP inh: 0; PREPL inhibitor: 6; PAFAH1B2 FP inh: 6

How did CN(CCCNC(=O)c1ccccc1F)CCCNC(=O)c1ccccc1F do in these assays?
LYPLA2 inh: -1; LYPLA1 inh: -2; pPAFAH inh: -2; ZTA DNA inh: 3; PAFAH1B3 inh: 5; EBNA-1 inh: 11; PAFAH2 FP inh: -6; PREPL inhibitor: -2; PAFAH1B2 FP inh: -1

How did CN(C)c1ncc(S(=O)(=O)c2ccccc2)c(-c2ccccc2Cl)n1 do in these assays?
LYPLA2 inh: -2; LYPLA1 inh: 1; pPAFAH inh: 4; ZTA DNA inh: 6; PAFAH1B3 inh: 3; EBNA-1 inh: 16; PAFAH2 FP inh: 2; PREPL inhibitor: -15; PAFAH1B2 FP inh: 5

How did Cc1ccc(NC(=O)c2cc(Cl)ccc2[N+](=O)[O-])cc1C do in these assays?
LYPLA2 inh: 5; LYPLA1 inh: -5; pPAFAH inh: 2; ZTA DNA inh: 4; PAFAH1B3 inh: 15; EBNA-1 inh: -5; PAFAH2 FP inh: 4; PREPL inhibitor: 17; PAFAH1B2 FP inh: 2

How did Cc1ccc(OCCn2c(C)nc3ccccc32)cc1 do in these assays?
LYPLA2 inh: 2; LYPLA1 inh: -1; pPAFAH inh: 5; ZTA DNA inh: 19; PAFAH1B3 inh: 3; EBNA-1 inh: 7; PAFAH2 FP inh: -2; PREPL inhibitor: -16; PAFAH1B2 FP inh: 1

How did CCOC(=O)c1c(NC(=O)CSc2nnc3c(n2)[nH]c2ccc(F)cc23)sc(C(C)=O)c1C do in these assays?
LYPLA2 inh: 1; LYPLA1 inh: -4; pPAFAH inh: 0; ZTA DNA inh: -6; PAFAH1B3 inh: 8; EBNA-1 inh: 16; PAFAH2 FP inh: -2; PREPL inhibitor: 1; PAFAH1B2 FP inh: 2

What do the screens show for `CCOC(=O)C1CCCN(Cc2nc(Cc3ccccc3Cl)no2)C1` (centres undefined)?
LYPLA2 inh: 0; LYPLA1 inh: -1; pPAFAH inh: -4; ZTA DNA inh: 7; PAFAH1B3 inh: -1; EBNA-1 inh: -1; PAFAH2 FP inh: -2; PREPL inhibitor: 11; PAFAH1B2 FP inh: 0

What do the screens show for `Cc1onc(-c2ccccc2)c1CNC(=O)C1COc2ccccc2O1` (centres undefined)?
LYPLA2 inh: -5; LYPLA1 inh: 1; pPAFAH inh: -2; ZTA DNA inh: -18; PAFAH1B3 inh: 1; EBNA-1 inh: 13; PAFAH2 FP inh: 4; PREPL inhibitor: 5; PAFAH1B2 FP inh: 7

Results for CC(=O)N(c1cccc(Br)c1)c1nc(C)cc(C)c1C#N ?
LYPLA2 inh: 6; LYPLA1 inh: 0; pPAFAH inh: 5; ZTA DNA inh: 5; PAFAH1B3 inh: 0; EBNA-1 inh: -3; PAFAH2 FP inh: 1; PREPL inhibitor: 12; PAFAH1B2 FP inh: -5

What do the screens show for `Cc1ccc(C(=O)NCC(=O)NCC(=O)OCC(=O)c2ccc(F)cc2)cc1`?
LYPLA2 inh: 4; LYPLA1 inh: -1; pPAFAH inh: 3; ZTA DNA inh: -4; PAFAH1B3 inh: 0; EBNA-1 inh: -2; PAFAH2 FP inh: 4; PREPL inhibitor: 12; PAFAH1B2 FP inh: 5

What do the screens show for `O=C(CCCC(=O)c1ccccc1)NCCc1ccccc1F`?
LYPLA2 inh: -6; LYPLA1 inh: -2; pPAFAH inh: 6; ZTA DNA inh: -2; PAFAH1B3 inh: 11; EBNA-1 inh: -3; PAFAH2 FP inh: 3; PREPL inhibitor: -32; PAFAH1B2 FP inh: 4

How did CCOC(=O)C1=C(CN2CCc3ccccc32)NC(=O)NC1c1cccc([N+](=O)[O-])c1 (centres undefined) do in these assays?
LYPLA2 inh: -2; LYPLA1 inh: -3; pPAFAH inh: 9; ZTA DNA inh: 0; PAFAH1B3 inh: -3; EBNA-1 inh: 3; PAFAH2 FP inh: 6; PREPL inhibitor: 22; PAFAH1B2 FP inh: 2

What do the screens show for `CC1=Nn2c(nnc2-c2ccccc2Cl)SC1`?
LYPLA2 inh: -4; LYPLA1 inh: -2; pPAFAH inh: -5; ZTA DNA inh: -3; PAFAH1B3 inh: -2; EBNA-1 inh: 7; PAFAH2 FP inh: 5; PREPL inhibitor: 12; PAFAH1B2 FP inh: 3

How did CCN=C1NN=C(c2cc(C)n(Cc3ccco3)c2C)CS1 do in these assays?
LYPLA2 inh: -2; LYPLA1 inh: -1; pPAFAH inh: 11; ZTA DNA inh: -4; PAFAH1B3 inh: -1; EBNA-1 inh: -4; PAFAH2 FP inh: 2; PREPL inhibitor: 19; PAFAH1B2 FP inh: -7

How did COC(=O)c1ccc(COC(=O)CCS(=O)(=O)c2ccc(C)cc2)cc1 do in these assays?
LYPLA2 inh: 0; LYPLA1 inh: 2; pPAFAH inh: 10; ZTA DNA inh: 16; PAFAH1B3 inh: 6; EBNA-1 inh: 8; PAFAH2 FP inh: 6; PREPL inhibitor: 4; PAFAH1B2 FP inh: 5

How did COC(=O)CCN(C1CCCCC1)S(=O)(=O)c1ccc(S(=O)(=O)NC2CCCCC2)cc1 do in these assays?
LYPLA2 inh: -8; LYPLA1 inh: -3; pPAFAH inh: 23; ZTA DNA inh: 0; PAFAH1B3 inh: 2; EBNA-1 inh: 2; PAFAH2 FP inh: -12; PREPL inhibitor: 4; PAFAH1B2 FP inh: 2

What do the screens show for `Cc1cccc(Cn2cc(/C=C/[N+](=O)[O-])c3ccccc32)c1`?
LYPLA2 inh: -29; LYPLA1 inh: -14; pPAFAH inh: 7; ZTA DNA inh: -8; PAFAH1B3 inh: 10; EBNA-1 inh: 8; PAFAH2 FP inh: 7; PREPL inhibitor: 4; PAFAH1B2 FP inh: 0
